# HGIII-sPLA2 inh: Inhibits HGIII-sPLA2 liposome hydrolysis, primary screen. QFRET BODIPY PC-A2 liposome hydrolysis, fluorescence. inhibition, % at 12.2 µM. 370,000 tested, 0.56% active;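 active means inhibition above mean plus 3 SD of compounds lying within the high and low control bounds, cut at about 19% in these data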;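 further: 0% = median of test compound wells and 100% = no enzyme DMSO wells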
# hgDAF-12 ag: hgDAF-12 agonism, primary luciferase screen. HEK293 GAL4-hgDAF12 UAS-luciferase reporter, agonist luminescence; normalized to butyrate control. activation, % at 6.8 µM. 370,000 tested, 1.8% active. AID 687014;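 active means activation above a cutoff set at the mean of all screened compounds plus 3 SD, cut at about 10% in these data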;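 further: 0% = DMSO wells and 100% = sodium butyrate wells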
# FXN GAA850 act: frataxin GAA850 promoter activation | HEK293 lucGAA850 FXN promoter luciferase reporter, 24 h; percent of 10 µM SAHA response | activation, % at 6 µM | 360,000 tested, 0.56% active | AID 540364;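 active means activation above the average of all compounds screened plus 3 SD, cutoff fixed separately per campaign, cut at about 7.5% in these data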;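 further: 0% = DMSO wells and 100% = 10 µM SAHA wells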
# DAX1 inh-1: blocks DAX1 repression of SF-1 activated StAR promoter; HEK293T StAR-luciferase reporter, SF-1/DAX-1 repression relief; inhibition, % at 6.8 µM; 370,000 tested, 1.1% active; AID 652010;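 active means inhibition above the mean over all tested compounds plus 3 SD, cut at about 3.6% in these data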;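 further: 0% = DAX-1 cells with DMSO and 100% = cells lacking DAX-1 with DMSO; higher inhibition means more luminescence from relief of DAX-1 repression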
# hcDAF12 agonist: H. contortus DAF-12 activation, primary screen; HEK293 hcDAF-12 lit1-tk-luc reporter, luminescence; 0% DMSO, 100% Δ7-dafachronic acid; activation, % at 6.8 µM; 370,000 tested, 1.4% active;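 active means activation above the mean of all tested compounds plus 3 SD, cut at about 5.5% in these data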;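 further: 100% = response to 3 µM Δ7-dafachronic acid high control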
# ADAM17 inh: inhibits human ADAM17 | inhibition, % at 6.95 µM | 370,000 tested, 0.83% active | recombinant ADAM17, EDANS/DABCYL FRET peptide cleavage;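 active means inhibition above the mean of compounds lying between control limits plus 3 SD, set per campaign, cut at about 8.5% in these data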;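 further: 0% = DMSO-only wells as the low control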
# PLCg1 inh: inhibitors of human phospholipase C gamma1; purified PLC-gamma1, fluorogenic substrate, fluorescence; inhibition, % at 12.2 µM; 370,000 tested, 0.84% active; AID 720700; in the data active means inhibition above about 9.5%
# Target sequence (P19174 whole entry, looked up): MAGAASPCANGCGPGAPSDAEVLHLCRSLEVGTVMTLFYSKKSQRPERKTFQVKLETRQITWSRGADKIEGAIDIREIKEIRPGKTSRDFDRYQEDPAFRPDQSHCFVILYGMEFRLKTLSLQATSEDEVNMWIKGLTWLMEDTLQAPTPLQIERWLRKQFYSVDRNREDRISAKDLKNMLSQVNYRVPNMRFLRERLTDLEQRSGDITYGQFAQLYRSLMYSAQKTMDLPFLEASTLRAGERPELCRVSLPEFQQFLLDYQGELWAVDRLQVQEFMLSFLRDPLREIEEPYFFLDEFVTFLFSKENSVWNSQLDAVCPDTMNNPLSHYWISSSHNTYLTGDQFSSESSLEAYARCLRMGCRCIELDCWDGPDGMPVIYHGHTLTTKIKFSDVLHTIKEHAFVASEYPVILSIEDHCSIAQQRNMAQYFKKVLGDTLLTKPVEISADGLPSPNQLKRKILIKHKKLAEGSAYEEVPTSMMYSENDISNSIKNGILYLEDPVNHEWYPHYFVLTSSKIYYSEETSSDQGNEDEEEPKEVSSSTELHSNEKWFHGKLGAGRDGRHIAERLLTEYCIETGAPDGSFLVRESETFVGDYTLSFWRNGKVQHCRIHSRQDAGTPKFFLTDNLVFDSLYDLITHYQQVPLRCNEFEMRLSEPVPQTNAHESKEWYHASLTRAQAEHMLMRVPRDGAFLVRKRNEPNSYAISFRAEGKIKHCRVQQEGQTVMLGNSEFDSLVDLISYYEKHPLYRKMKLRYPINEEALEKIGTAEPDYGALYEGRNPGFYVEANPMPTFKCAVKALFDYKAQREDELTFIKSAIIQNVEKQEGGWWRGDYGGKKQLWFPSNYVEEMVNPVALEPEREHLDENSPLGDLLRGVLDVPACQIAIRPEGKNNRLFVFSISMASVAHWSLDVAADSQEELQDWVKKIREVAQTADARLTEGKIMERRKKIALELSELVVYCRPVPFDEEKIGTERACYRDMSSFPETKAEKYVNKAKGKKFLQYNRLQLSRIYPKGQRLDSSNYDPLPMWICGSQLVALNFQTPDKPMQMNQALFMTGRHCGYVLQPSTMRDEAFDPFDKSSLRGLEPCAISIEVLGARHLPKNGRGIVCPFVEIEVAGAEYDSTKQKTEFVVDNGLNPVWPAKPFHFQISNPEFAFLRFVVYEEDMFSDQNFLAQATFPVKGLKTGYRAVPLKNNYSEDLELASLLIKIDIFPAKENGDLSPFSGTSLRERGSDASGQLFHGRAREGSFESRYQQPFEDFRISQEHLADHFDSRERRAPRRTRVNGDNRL
# DAX1 inh-2: inhibitors of human orphan nuclear receptor DAX1 (NR0B1). HEK293 Gal4-DAX1 luciferase reporter, luminescence. inhibition, % at 6.75 µM. 340,000 tested, 0.99% active. AID 504766;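 active means inhibition above the mean over all tested compounds plus 3 SD, cut at about 4.2% in these data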;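 further: 0% = DAX1-transfected cells with DMSO and 100% = empty-vector control cells with DMSO; inhibition shows as a rise in luminescence from relieved DAX1 repression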
# PLC-beta3 inh: blocks human PLC-beta3 enzyme activity. Q01970. Purified PLC-beta3, fluorogenic substrate, fluorescence. inhibition, % at 12.2 µM. 370,000 tested, 0.18% active; in the data active means inhibition above about 11%;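 further: 0% = median of compound wells on plate and 100% = full blocker control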
# ssDAF12 agonist: activators of S. stercoralis DAF-12 nuclear receptor | HEK293 ssDAF-12/GRIP1 lit1-tk-luc reporter, luminescence; % of 3 µM dafachronic acid response | activation, % at 6.8 µM | 370,000 tested, 1% active | AID 652126;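 active means activation above the mean over all tested compounds plus 3 SD, cut at about 0.9% in these data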;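 further: 0% = DMSO-only wells and 100% = 3 µM delta7-dafachronic acid wells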
# ADAM10 inh: ADAM10 inhibition, QFRET primary screen | inhibition, % at 7 µM | 370,000 tested, 0.62% active | recombinant ADAM10, EDANS/DABCYL FRET peptide cleavage, 3 h | O14672;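 active means inhibition above a per-campaign cutoff equal to the mean of compounds falling between control-based bounds plus 3 SD, cut at about 20% in these data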;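 further: 0% = DMSO wells while the 100% control is not disclosed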
# An asterisk follows results filed as active; nt = not tested or not shown; & = joins results of further samples.
SMILES,HGIII-sPLA2 inh,hgDAF-12 ag,FXN GAA850 act,DAX1 inh-1,hcDAF12 agonist,ADAM17 inh,PLCg1 inh,DAX1 inh-2,PLC-beta3 inh,ssDAF12 agonist,ADAM10 inh
CN(CC(=O)NC(c1ccccc1)c1ccccc1)Cc1nc2ccccc2c(=O)[nH]1,8.6,-0.3,-1.8,0.3,-1.3,-1.8,6.3,-0.4,-3.0,-1.4,3.7
O=C1Nc2ccccc2-n2nnnc2C1N1CCCN(Cc2ccc(F)cc2)CC1 (centres undefined),-3.4,0.8,nt,-0.7,0.6,-7.1,-3.7,nt,-5.0,-0.6,-18.2
O=C(c1cccs1)N1C[C@H](n2cc(-c3ccc(F)cc3)nn2)[C@@H](O)C[C@@H]1c1ccc(Cl)cc1,-25.8,0.1,-1.3,-0.8,-0.5,7.2,-2.3,0.6,2.2,-1.3,14.6
C=C1c2cc(CC)ccc2NC(=O)N1c1ccc(C)cc1,4.5,1.6,1.7,0.0,-0.9,-10.5,-8.3,-1.0,-8.4,-1.4,-51.1
NS(=O)(=O)c1ccc(CNC(=O)Cn2nc(C(F)F)cc2C(F)F)cc1,-9.9,0.5,0.0,1.1,0.3,-3.4,-0.2,0.7,-2.0,-1.5,-1.6
CCc1ccccc1-n1cnc2cc(C(=O)O)ccc21,3.0,-0.9,-0.3,-0.2,-1.9,-4.7,-0.4,0.4,0.0,-0.9,6.1
CCOC(=O)CN(c1ccccn1)S(=O)(=O)c1ccc(OC)cc1,2.7,-1.5,1.7,0.6,0.9,-35.5,-37.8,-0.3,-48.8,-1.3,-115.1
CCCC(O)(CCC)C(=O)NNc1ccccc1,-1.1,0.7,2.4,0.1,-0.4,-1.0,0.7,-0.6,2.1,-1.3,-7.2
COC(=O)c1cc(C)ccc1/C=C1/Cc2c(C)cc(C)cc2C1=O,-3.5,-0.8,0.1,-0.3,-0.6,-2.9,-3.6,-0.2,-0.6,-0.9,-0.4
CN(C)CCNC(=O)CCCNC(=O)Cn1cnc2sc3c(c2c1=O)CCCC3,1.4,-0.1,-0.2,0.3,0.2,2.1,5.7,1.3,3.9,-1.4,1.7
O=C(Nc1ccccc1)/C(=C\c1ccncc1)NC(=O)c1ccccc1,2.0,-2.6,0.4,-0.2,-0.1,-0.6,4.8,1.1,0.3,-0.9,2.1
O=C(Nc1ncc2c(n1)CC(c1ccccc1)CC2=O)c1ccco1 (centres undefined),-5.3,1.2,0.1,-0.3,-1.4,-3.1,-0.6,0.2,-1.0,-1.6,-0.1
Cc1ccc(Cn2nc(C)c(NC(=O)CSc3n[nH]c(C)c3[N+](=O)[O-])c2C)cc1,-6.2,0.6,0.9,0.2,0.0,3.4,3.0,0.5,0.7,-1.9,7.4
CC1NC(=O)c2ccccc2-n2c1nc1ccc(F)cc1c2=O (centres undefined),6.2,2.0,-2.7,0.9,-0.3,-6.8,-5.5,nt,-4.8,-0.4,-28.8
CC(=O)c1cccc(NS(=O)(=O)c2csc(C(N)=O)c2)c1,2.9,-0.2,1.8,-0.2,-1.5,-2.3,2.3,-0.1,-3.1,-1.1,6.4
COc1ccccc1Oc1nc([N+](=O)[O-])nn1CC(N)=O,-1.8,-0.1,-0.3,-0.7,-0.4,-2.1,0.3,0.5,-1.4,-1.7,-1.9
Brc1ccccc1-c1ccccc1,1.6,1.5,-3.1,1.5,-2.1,-4.0,-1.5,0.5,0.2,-0.6,-10.9
O=C1c2ccccc2C(Nc2ccccc2)N1Cc1ccc2c(c1)OCO2 (centres undefined),-0.8,3.8,4.6,-0.6,-2.2,0.7,-0.8,2.1,-15.5,-1.7,-2.8
COc1ncccc1-c1nnn(-c2ccccc2Br)n1,-4.5,1.2,3.2,0.1,1.8,-3.0,0.3,0.5,-2.5,-0.8,-5.8
COc1ccc(CCCNC(=O)C2Cc3c(-c4cccc(C(N)=O)c4)ccnc3O2)cc1 (centres undefined),-1.2,1.9,-2.0,0.7,-1.2,-0.9,0.7,nt,0.2,-1.3,0.8
CN(C)N1C(=O)CC(N2CCCC2)C1=O (centres undefined),-0.1,0.7,2.8,-0.1,-0.3,-2.3,0.8,-1.1,1.9,-0.7,-6.9
CS(=O)(=O)Nc1cccc(NC(=O)C2Cc3c(-c4ccco4)ccnc3O2)c1 (centres undefined),-4.2,5.5,-1.8,-1.7,-0.9,3.5,6.2,nt,-0.3,-1.0,-3.3
CCCNS(=O)(=O)c1ccc(OCC(=O)N2CCN(c3ccccc3)CC2)cc1,-0.2,-1.4,1.7,-0.4,0.5,-1.0,2.7,0.1,0.1,-1.4,0.6
Cc1ccccc1-c1nc(-c2ccc(NC(=O)c3cccs3)cc2)no1,1.5,8.2,2.4,0.5,2.7,-2.9,-3.9,1.1,-7.3,-0.6,-2.2
Cc1ccc(C(=O)Nc2cccc(C(F)(F)F)c2)cc1NC(=O)c1ccno1,-0.1&-21.4,0.7&-1.5,0.6&0.5,-0.7&-1.2,-2.1&-4.2,2.9&-0.4,4.4&1.2,0.1&0.7,0.2&-2.6,-1.2&-1.8,9.2&5.2
CCOC(=O)N1CCC(N2C(=O)c3ccccc3C2Nc2cccnc2)CC1 (centres undefined),-5.2,1.9,-0.9,0.9,0.1,-1.3,-1.6,-0.1,-0.5,-1.1,-14.2
CC(C)c1ccc([C@@H]2O[C@H](C)CC3=C2C(=O)OC(C)(C)O3)cc1,-9.2,0.2,nt,0.2,-1.5,-1.1,0.3,nt,-2.1,-1.0,3.9
O=C(COC(=O)COc1ccc(Cl)cc1)NCc1cccs1,4.7,0.1,1.8,0.1,-1.1,-4.2,-2.2,1.1,3.4,-1.3,-5.0
Cc1ccsc1C(=O)NCCc1c[nH]c2ccccc12,-41.4,8.4,2.5,4.6*,0.8,0.6,1.3,1.8,-7.4,0.6,-0.8
O=C1C=C(c2ccc3ccccc3c2)C[C@@H](c2ccc(F)cc2)C1,-2.5,1.1,1.5,0.1,-1.2,-1.7,-15.5,1.8,-20.7,-1.1,1.1
CCOC(=O)[C@@H]1[C@H]2COc3ccc(Br)cc3[C@H]2N2C(=O)N(c3cccc(Cl)c3)C(=O)[C@]12C,2.0,1.9,-2.2,-0.6,0.6,-4.0,0.5,0.7,-0.6,-0.4,-4.9
COc1ccc2c(c1)c1nnc(SC)nc1n2C,0.4,1.3,3.2,-0.2,4.3,-6.2,0.9,0.8,-0.9,0.5,5.6
Cc1cc(N=CC2=C(O)CCCC2=O)no1,1.1,-1.8,-3.3,0.4,0.2,-1.3,1.4,-0.7,1.2,-0.4,-1.9
CN=c1oc2ccc(Cl)cc2cc1C(N)=O,2.1,0.6,0.8,0.1,-0.4,-28.9,-21.6,0.6,-29.6,-0.9,-78.2
CCOC(=O)C1(Cc2cccc(OC)c2)CCCN(C(=O)c2ccccc2C)C1 (centres undefined),-0.3,2.9,-2.6,0.2,-0.9,-4.3,-0.1,2.5,-6.1,-0.8,-9.8
COc1ccccc1N1CCN(C(=O)CCCCCn2c(=S)[nH]c3cc4c(cc3c2=O)OCO4)CC1,9.5,1.3,-0.9,0.0,-1.2,6.7,6.2,0.0,0.0,-0.9,3.4
CN(C)c1cccc(Nc2ccc(-c3ccc(OC(F)(F)F)cc3)cn2)c1,6.6,-5.6,-0.8,-0.3,-0.8,-4.8,-25.7,nt,-45.3,-1.4,-12.1
Cc1cc(C)cc(NC(=S)NCc2ccncc2)c1,12.2,0.2,0.3,0.6,1.3,3.8,8.7,-0.6,-2.0,-1.7,0.5
CCOC(=O)[C@]12CCCC=C1N(Cc1ccco1)C(=O)[C@H](CC(=O)N1CCCCC1)C2,4.8,0.0,nt,-0.4,-2.2,-5.3,0.1,nt,0.7,-0.8,-12.3
Cc1ccc2oc(=O)c3cnn(CC(=O)NCCc4ccsc4)c3c2c1,3.3,-0.8,-0.3,0.5,1.1,0.2,-1.4,0.0,-7.5,-0.3,1.4
OC(c1ccc(F)cc1)c1ncc(-c2ccccc2Cl)[nH]1 (centres undefined),-4.0,6.5,1.9,1.0,1.8,-5.4,0.3,nt,1.2,0.3,-4.6
CC(C)c1nc(N2CCN(C(=O)c3ccco3)CC2)c(C#N)c2c1COC(C)(C)C2,-2.0,-2.8,-1.0,0.1,-2.7,-116.6,-60.6,-3.3,-107.6,-1.2,-349.0
Cc1nc(CCNC(=O)C2CCC(=O)N(CCc3cccc(F)c3)C2)sc1C (centres undefined),2.3,2.0,0.7,1.7,-2.0,-2.8,-1.8,0.8,-5.3,-0.5,-0.8
CCOc1ccc(NC(=S)NC(=O)/C=C/c2ccc(OC)cc2)c([N+](=O)[O-])c1,2.9,-0.6,0.6,1.2,0.0,2.9,3.7,-1.2,9.5,-1.1,7.8
COC(=O)C1=C(C(=O)c2ccc(C)cc2)C(c2ccccc2)n2nnnc2N1 (centres undefined),-2.3,1.4,3.5,1.1,-0.9,-3.8,-6.8,-0.2,-10.5,-0.9,-1.8
COc1ccc2cnn(-c3ccccc3)c(=O)c2c1OC,2.5,2.0,-0.1,-0.4,-1.6,-0.4,-0.8,1.4,0.1,-1.0,-1.6
Nc1nc2cc3ccccc3cc2[nH]c1=O,-5.7,1.6,-0.5,0.0,1.6,-9.1,-126.7,0.1,-157.1,-1.1,-9.1
O=C(Cn1c(=O)c2cccn2c2ccccc21)NCCc1ccccc1,1.8,0.8,2.9,-0.1,-0.1,-2.0,-0.5,1.0,-1.1,-0.5,-3.4
CN(Cc1c(C(=O)N/N=C/c2ccc(O)cc2)nnn1-c1nonc1N)c1ccccc1,-40.7,-1.0,0.5,-0.1,-1.2,4.6,-7.8,-0.3,-24.4,-1.3,-1.5
C/C(CC(=O)Nc1ccccn1)=N\NC(=O)c1ccc2ccccc2c1,-14.1,3.2,0.8,0.4,0.9,-11.9,-9.9,0.2,-12.5,-1.2,-47.3
CN(c1ccc(F)cc1)S(=O)(=O)c1ccc(Cl)c(C(=O)NCc2ccco2)c1,4.5,-1.6,0.1,-1.4,-2.2,-4.9,3.8,1.1,-5.3,-1.6,-0.6
O=C(NNC(=O)c1ccccc1Cl)c1cc2cc(OC(F)(F)F)ccc2[nH]1,-23.5,-3.0,0.2,-0.4,-0.5,-7.2,-0.9,0.2,0.2,-2.0,-2.5
CCOc1ccc(CCNS(=O)(=O)c2cc3c(cc2C)NC(=O)CO3)cc1OCC,-5.5,-3.9,0.1,1.0,-2.4,2.5,0.6,0.9,3.5,-1.6,-5.6
Cc1ccnc(NC(NC(=O)C(C)C)(C(F)(F)F)C(F)(F)F)c1,7.9,1.0,0.9,0.3,0.1,-2.9,-2.6,0.5,-1.0,-0.2,-0.9

# Structures listed so far that contain an aryl thioether with sulfur outside any ring, in the order listed:
SMILES,HGIII-sPLA2 inh,hgDAF-12 ag,FXN GAA850 act,DAX1 inh-1,hcDAF12 agonist,ADAM17 inh,PLCg1 inh,DAX1 inh-2,PLC-beta3 inh,ssDAF12 agonist,ADAM10 inh
Cc1ccc(Cn2nc(C)c(NC(=O)CSc3n[nH]c(C)c3[N+](=O)[O-])c2C)cc1,-6.2,0.6,0.9,0.2,0.0,3.4,3.0,0.5,0.7,-1.9,7.4
COc1ccc2c(c1)c1nnc(SC)nc1n2C,0.4,1.3,3.2,-0.2,4.3,-6.2,0.9,0.8,-0.9,0.5,5.6

# Screening results: PubChem, The Scripps Research Institute Molecular Screening Center
